# Compound activity as filed in PubChem BioAssay.
# CCT modulator: High-Throughput Screening for Modulators of Cytosolic Chaperonin Activity. purified chaperonin ATPase assay, HTRF ADP detection, 30 min. activity change, % (concentration not given with the values), hits read low. 360,000 compounds, 0.3% hits. AID 651819, 2012; in the data active = activity change below about -30%; also: % is scaled to controls: 0 for no effect and ±100 for the full control effect
#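 First, chaperonin was dispensed at 40 nM or 20 nM final depending on batch activity. Next, compounds were pinned at 76 uM and ATP added at 10 uM. After 30 min at 37 °C, ADP detection reagents ran 30 min at ambient temperature.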
# Mm-Cpn inhibitor: Inhibitors of TCP-1 ring complex (TRiC) of Methanococcus maripaludis (MmCpn): qHTS. purified Mm-Cpn ATPase, ADP Transcreener TR-FRET. Chaperonin Mm-Cpn (Methanococcus maripaludis). 330,000 compounds, 0.031% hits. Potency, µM (titrated, usually from 76.9 µM), without a hit: at the highest dose activity, negative = inhibition, most hits filed as inhibitors. AID 504842, 2011; also: potency is read from the fitted curve at half-maximal effect; % is scaled to controls: 0 for no effect and ±100 for the full control effect; nearly all actives have a fitted effect of over 80% in size
#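 ATPase turnover read by TR-FRET ADP competition (Eu cryptate antibody/ADP-d2, 665/590 nm): 10uM ATP final, 25nM Mm-CPN final, 30 min 37degC after 10-min compound preincubation, pH 7.4 Tris/KCl/MgCl2/DTT buffer.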
# TGFb SMAD3 inh: qHTS for Inhibitors of TGF-b. Potency, µM (top dose mostly 46.1 µM), inactives show at the top dose activity, negative = inhibition, most hits filed as inhibitors. AID 588855, 2011. HepG2 CAGA-GFP TGF-b/SMAD3 reporter, GFP fluorescence, 18 h; TGF-beta stimulated, 500 pg/mL final. 410,000 compounds, 1.2% hits; also: potency is read from the fitted curve at half-maximal effect; % is scaled to controls: 0 for no effect and ±100 for the full control effect; nearly all actives have a fitted effect of over 65% in size
#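 First, reporter cells (HEPG2 CAGA-GFP) rested 2 h at 37 degrees C. Next, compounds were pinned in and TGF-beta added to 500 pg/mL final. After 18 h, GFP was imaged per cell and summed per well.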
# Akt phos inh: HTS Assay for Inhibitors of Akt Phophorylation: Primary Screen | Neuro2A IGF-stimulated pAkt S473 HTRF, 20 min; stronger effect = lower value | 360,000 compounds, 0.32% hits | activity change, % for hits at 50 µM | AID 651550, 2012; in the data active = activity change below about -80%; inconclusive = mostly about -51% to -80%; also: % is scaled to controls: 0 for no effect and ±100 for the full control effect
#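 Neuro2A cells (4,500/well, DMEM with 0.5% FBS) were treated with compound at a single 50 µM final concentration, stimulated with 6 nM IGF for 20 min at 37 °C, and lysed. Phospho-Akt Ser473 was read by HTRF as 665/615 ratio ×10^4.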
# Nrf2 block: Nrf2 qHTS screen for inhibitors; A549 ARE-Fluc reporter, luciferase luminescence, 18-24 h; Potency, µM (top dose mostly 46 µM), for the others: at the top dose activity change, negative = inhibition, actives largely listed as inhibitors; 360,000 compounds, 2.1% hits; also: potency is read from the fitted curve at half-maximal effect; % is scaled to controls: 0 for no effect and ±100 for the full control effect; nearly all actives have a fitted effect of over 60% in size
#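 In this cell-based qHTS, ARE-driven firefly luciferase in A549 cells reports Nrf2 activity; the luminescent signal after BugLite lysis is the measured value, with a prior CellTiter-Fluor read for cell health.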
# A549 viability: Nrf2 qHTS screen for inhibitors: counterscreen for cytotoxicity; AID 504648, 2011; 390,000 compounds, 0.16% hits; A549 ARE-Fluc cells, CellTiter-Fluor viability, 18-24 h; Potency, µM (highest dose often 46 µM), for inactives: at the top dose activity change, negative = cytotoxicity, most hits filed as inhibitors; also: potency is read from the fitted curve at half-maximal effect; % is scaled to controls: 0 for no effect and ±100 for the full control effect
#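 A549 ARE-Fluc cells in 5% FBS OPTI-MEM, 5000 cells/well, rested 2 h then exposed to compounds in concentration-response for 18-24 h at 37 °C. Viability by CellTiter-Fluor fluorescence (Ex 405/Em 525) after 30 min; luciferase luminescence (BugLite, 15 min, RT) read afterwards.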
# HepG2 tox: qHTS for Inhibitors of TGF-b: Cytotox Counterscreen; 410,000 compounds, 0.76% hits; AID 588856, 2011; Potency, µM (series often up to 46.1 µM), for the others: at the highest dose activity change, negative = cytotoxicity, usual class: cytotoxic; HepG2 CAGA-GFP viability, ATP luminescence, 18 h; also: potency is read from the fitted curve at half-maximal effect; some results filed as inactive show a strong effect at the top dose
#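 HepG2 CAGA-GFP cells (1000/well, DMEM with 1% FBS) received compound, then TGF-beta at 500 pg/mL final, and were incubated 18 hours at 37 degrees C. Viability was read by CellTiter-Glo luminescence. Media-only wells were set as complete cell-killing and DMSO as no toxicity.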
# S2 tox: Viability Counterscreen for Primary qHTS for Inhibitors of ATXN expression. S2 cells (HEK-293 line with an ATXN2-luciferase reporter) viability, CellTiter-Fluor protease fluorescence, 24 h. Potency, µM (highest dose often 56.7 µM), usual class: cytotoxic. 400,000 compounds, 0.49% hits. AID 651635, 2014; also: potency is read from the fitted curve at half-maximal effect; nearly all actives have a fitted effect of over 40% in size
# Nrf2 ARE act: qHTS of Nrf2 Activators; AREc32 ARE-luciferase reporter (MCF7-derived line), luminescence, 24 h; Potency, µM (top dose mostly 46.1 µM), without a hit: top-dose activation, usual class: activators; 410,000 compounds, 0.31% hits; AID 624171, 2012; also: potency is read from the fitted curve at half-maximal effect; % of control where 0% means no effect; nearly all actives have a fitted effect of over 65% in size
#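 AREc32 cells carrying an ARE-driven firefly luciferase reporter were seeded at 1000 cells/well in OPTI-MEM with 5% FBS, then exposed to compound for 24 hr at 37 deg C. Luminescence was read with Steady-Glo after 30 min at RT.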
# An asterisk follows results filed as active; i = inactive; ? = inconclusive; nt = not tested or not shown; [ ] = another dose, or the depositor's remark. Unless noted, calls follow the shape of the dose curve; as a rule, active = well fitted curve in the direction sought with a large enough effect; inconclusive = small, poorly fitted or top-dose-only effect, or another doubt; inactive = no such curve, though single readings can be large; an effect the other way counts as inactive or inconclusive.
SMILES,CCT modulator,Mm-Cpn inhibitor,TGFb SMAD3 inh,Akt phos inh,Nrf2 block,A549 viability,HepG2 tox,S2 tox,Nrf2 ARE act
COc1ccccc1NC(=O)Nc1nc(CC(=O)NCc2cccnc2)cs1,-0.7,0.2%,-0.3%,i,-9.5%,0.0%,0.4%,i,0.2%
CCN(CC)CCCN(Cc1cc2cc(OC)c(OC)cc2[nH]c1=O)C(=O)Nc1ccccc1,-2.6,1.0%,0.0%,i,8.4%,7.1%,-26.8%,i,3.6%
CCOC(=O)C1CCCN(c2nc3ccccc3nc2C(C#N)C(=O)OC(C)C)C1 (stereo not drawn),-1.1,-1.6%,-7.4%,i,-12.0%,-2.0%,-16.6%,i,2.1%
COc1cc2c3c(c1)C(C)CC(C)(C)N3C(=O)C2=O (stereo not drawn),-1.3,-5.8%,61.8%[activator],i,-3.1%,-6.4%,7.1%,i,4.0%
CCCn1c(SCC(=O)Nc2cc(C)on2)n[nH]c1=O,-2.7,-0.2%,11.5%,i,13.2%,-0.2%,-6.5%,i,-0.3%
NC1=NC(=O)C2(COC(c3cccc([N+](=O)[O-])c3)OC2)S1 (stereo not drawn),-0.1,1.6%,8.3%,i,?,1.1%,2.8%,i,0.0%
COc1ccc(-c2nc(N)nc(C(F)(F)F)c2-c2ccccc2OC)c(O)c1,0.5,-11.3%,-27.0%,i,-5.8%,1.4%,-41.6%,i,0.4%
O=C(CSc1ccccc1C(=O)O)NCc1ccco1,-1.2,-0.3%,-12.8%,i,4.5%,1.7%,-0.7%,i,-0.8%
COc1ccccc1Cn1c(C2CC(=O)N(c3ccccc3OC)C2)nc2ccccc21 (stereo not drawn),nt,nt,12.6µM*,nt,10.3µM*,-5.0%,-23.4%,?,4.0%
O=C(c1ccccc1)N1CCN(c2nc3ccc([N+](=O)[O-])cc3s2)CC1,-0.6,0.0%,?,i,?,-8.7%,-37.9%,?,4.9%
COc1ccc(/C=N/Nc2ncnc3c2[nH]c2ccccc23)c(OC)c1OC,-1.8,-0.5%,?,i,-10.8%,1.9%,-2.3%,i,6.3%
COc1ccccc1/C=C(/CC(=O)NCc1ccc2c(c1)OCO2)c1nc2ccccc2s1,-3.3,-21.6%,-25.5%,i,-31.1%,-2.9%,-8.3%,i,6.8%
CCC(CC)C(=O)N1N=C(c2ccc(NS(C)(=O)=O)cc2)CC1c1ccccc1 (stereo not drawn),-0.1,1.0%,-12.6%,i,?,-3.5%,0.5%,?,4.8%
CCCc1c(-c2ccc(F)cc2)ncn1CCc1ccccc1OC,-0.7,nt,nt,i,nt,nt,nt,?,-2.1%
CCCOC(=O)c1c(-c2ccc(OC)cc2)oc2ccc(-c3ccc(OC)nc3)cc12,-1.5,-2.4%,-3.9%,i,0.1%,13.3%,14.8%,i,-0.3%
O=C1CC(C(=O)Nc2cccc(F)c2)n2c(nc3ccccc32)N1 (stereo not drawn),-7.4,1.3%,-4.4%,i,4.6%,4.5%,5.8%,i,-0.7%
CC(=O)N1CCc2cc(CNS(=O)(=O)c3ccc(Cl)s3)ccc21,nt,nt,1.1%,nt,nt,7.5%,-14.6%,nt,4.6%
O=C1C[C@H]2CCCCC(=O)N3CC[C@@H](C1)[C@@H]23,-3.1,1.7%,2.9%,i,10.5%,2.3%,-0.8%,i,-0.4%
Cc1ccc(NC(=O)CN(C)S(=O)(=O)c2ccc3nc(C)sc3c2)c(C)c1,nt,nt,nt,nt,16.2%,-1.3%,-6.3%,nt,2.9%
O=S(=O)(c1cccc(C(F)(F)F)c1)N1CCN(c2nc(-c3cccs3)nc3ccccc23)CC1,nt,nt,1.0%,nt,-4.8%,0.8%,14.6%,nt,nt
COc1ccc(CCNC(=O)c2oc3ccccc3c2C)cc1,0.2,-1.9%,-1.4%,i,-3.9%,15.2%,-13.7%,?,-0.1%
OC[C@@H]1CN(Cc2ccccc2)C[C@H](n2cnc3c(NCc4ccc(F)cc4)ncnc32)O1,-0.9,nt,?,i,nt,nt,-0.5%,i,3.4%
c1ccc2c(c1)CCN(c1nc3cc4c(cc3s1)OCO4)C2,-0.6,-19.3%,-1.8%,i,?,-0.9%,-40.6%,i,5.7%
CCCNC(=O)c1onc(CSc2cccc(OC)c2)c1C(=O)NCCC,-2.4,-0.7%,-0.7%,i,-15.7%,-2.7%,-0.5%,i,0.5%
Cc1c(C=O)c2ccccc2n1CCOc1ccccc1,-0.8,0.8%,-28.7%,i,?,9.9%,-14.0%,i,3.9%
CC(=O)Nc1ccc(NC(=O)C2(C)Cc3c(-c4ccc5c(c4)OCO5)ccnc3O2)cc1 (stereo not drawn),1.4,nt,14.3%,i,nt,nt,-8.8%,?,0.9%
Cc1cccc(C)c1NC(=O)C(C)c1ccc(-c2ccccc2)c(F)c1 (stereo not drawn),-0.1,nt,?,i,?,-0.5%,0.0%,i,4.6%
CC(C)CCNC(=O)CN(Cc1ccc2c(c1)OCO2)C(=O)Cn1nnc(-c2cccs2)n1,-0.5,2.0%,-10.5%,i,-16.6%,-8.4%,-9.2%,i,0.4%
CC1=C(C(=O)Nc2cccc(C(=O)N3CCN(c4cccc(C(F)(F)F)c4)CC3)c2)SCCO1,1.1,-2.3%,?,i,-27.4%,-16.4%,-19.4%,i,-1.1%
O=C(O)c1ccc(NC(=O)c2ccc(Cl)cc2)c(NC(=O)c2ccc(Cl)cc2)c1,3.2,1.3%,3.4%,i,-2.3%,0.4%,-4.5%,i,-1.9%

# 4 compounds drawn at random from the list so far:
SMILES,CCT modulator,Mm-Cpn inhibitor,TGFb SMAD3 inh,Akt phos inh,Nrf2 block,A549 viability,HepG2 tox,S2 tox,Nrf2 ARE act
OC[C@@H]1CN(Cc2ccccc2)C[C@H](n2cnc3c(NCc4ccc(F)cc4)ncnc32)O1,-0.9,nt,?,i,nt,nt,-0.5%,i,3.4%
CC(C)CCNC(=O)CN(Cc1ccc2c(c1)OCO2)C(=O)Cn1nnc(-c2cccs2)n1,-0.5,2.0%,-10.5%,i,-16.6%,-8.4%,-9.2%,i,0.4%
COc1ccc(CCNC(=O)c2oc3ccccc3c2C)cc1,0.2,-1.9%,-1.4%,i,-3.9%,15.2%,-13.7%,?,-0.1%
Cc1cccc(C)c1NC(=O)C(C)c1ccc(-c2ccccc2)c(F)c1 (stereo not drawn),-0.1,nt,?,i,?,-0.5%,0.0%,i,4.6%

# (continued)
SMILES,CCT modulator,Mm-Cpn inhibitor,TGFb SMAD3 inh,Akt phos inh,Nrf2 block,A549 viability,HepG2 tox,S2 tox,Nrf2 ARE act
COc1ccc(CNC(=O)c2ccc(C)cc2)cc1,nt,nt,-1.4%,nt,3.8%,-3.0%,-3.6%,nt,nt
Cc1cc(C)n2nc(C(=O)Oc3ccc4c(c3)OCO4)nc2n1,1.3,-1.2%,0.0%,i,2.7%,-5.4%,7.4%,i,0.3%
COC(=O)c1ccccc1NC(=S)N1CCC(N2CCCCC2)CC1,-5.5,-0.5%,-10.5%,i,-3.1%,13.8%,-72.2%,i,-0.5%
CN(Cc1ccccc1)C(=O)c1ccccc1Br,0.1,-0.4%,8.1%,i,-6.0%,-2.2%,3.0%,i,0.3%
CN1CCN(c2ccc(NC(=O)c3cccc(OCc4ccccc4)c3)cc2)CC1,0.6,-1.7%,?,i,nt,6.5%,-75.1%,i,15.5%
NC(c1csc(NC(=O)Nc2cccc(Cl)c2)n1)c1ccccc1Cl (stereo not drawn),-0.9,nt,10µM*,i,nt,nt,-88.9%,?,3.3%[9.22 µM]
Cc1cccc(OCC(=O)NCC2(N3CCN(C)CC3)CCCCC2)c1,nt,nt,0.0%,nt,15.4%,4.5%,2.2%,nt,0.3%
O=S(=O)(NC(=S)NC1CCCCC1)c1ccc(Br)cc1,-1.8,-0.4%,15.2%,i,1.1%,0.2%,19.2%,i,0.3%
COc1cc(/C=N/Nc2ccc(C)cc2)cc(Br)c1O,1.8,-3.8%,-1.1%,i,6.2%,0.0%,5.4%,i,8.8%
Cc1ccccc1C(=O)Nc1nc(-c2cccnc2)cs1,3.1,0.0%,0.6%,i,6.3%,-2.7%,5.0%,i,4.2%
COc1ccc2cc(Br)ccc2c1CC(=O)NC(C)(C)C,-2.4,-15.6%,-9.0%,i,?,-3.6%,-22.8%,i,-0.2%
COCCCNC(=S)NNC(=S)Nc1ccc(F)cc1F,-0.3,1.5%,-2.9%,i,27.5%,-10.4%,-4.3%,i,2.7%
COc1ccc(C(=O)COC(=O)CCN2C(=O)C3CC=CCC3C2=O)c(OC)c1 (stereo not drawn),4.7,-6.6%,-1.8%,i,0.9%,2.3%,0.0%,i,3.4%
CCOc1ccc(N2Nc3n[nH]c(N)c3N2)cc1,1.0,-2.3%,-27.8%,i,?,?,-14.3%,?,4.9%
Cc1ccc(N2CCN(CC(O)COc3cccc(C)c3)CC2)cc1 (stereo not drawn),-0.9,0.7%,-0.3%,i,-10.5%,1.1%,-20.3%,i,-0.8%
